EPAC2 ag = qHTS for Agonist of cAMP-regulated guanine nucleotide exchange factor 4 (EPAC2): primary screen; Rap guanine nucleotide exchange factor 4 (Homo sapiens), Q8WZA2; EPAC2 activation, biochemical qHTS; response scale: 100% = 6.5 mM cAMP response; Potency, µM (doses to about 154 µM), without a hit: at the highest dose activation, most hits filed as activators; actives 0.079% (n = 360,000); also: potency is read from the fitted curve at half-maximal effect; nearly all actives have a fitted effect of over 50% in size
Target sequence (Q8WZA2 whole entry, looked up): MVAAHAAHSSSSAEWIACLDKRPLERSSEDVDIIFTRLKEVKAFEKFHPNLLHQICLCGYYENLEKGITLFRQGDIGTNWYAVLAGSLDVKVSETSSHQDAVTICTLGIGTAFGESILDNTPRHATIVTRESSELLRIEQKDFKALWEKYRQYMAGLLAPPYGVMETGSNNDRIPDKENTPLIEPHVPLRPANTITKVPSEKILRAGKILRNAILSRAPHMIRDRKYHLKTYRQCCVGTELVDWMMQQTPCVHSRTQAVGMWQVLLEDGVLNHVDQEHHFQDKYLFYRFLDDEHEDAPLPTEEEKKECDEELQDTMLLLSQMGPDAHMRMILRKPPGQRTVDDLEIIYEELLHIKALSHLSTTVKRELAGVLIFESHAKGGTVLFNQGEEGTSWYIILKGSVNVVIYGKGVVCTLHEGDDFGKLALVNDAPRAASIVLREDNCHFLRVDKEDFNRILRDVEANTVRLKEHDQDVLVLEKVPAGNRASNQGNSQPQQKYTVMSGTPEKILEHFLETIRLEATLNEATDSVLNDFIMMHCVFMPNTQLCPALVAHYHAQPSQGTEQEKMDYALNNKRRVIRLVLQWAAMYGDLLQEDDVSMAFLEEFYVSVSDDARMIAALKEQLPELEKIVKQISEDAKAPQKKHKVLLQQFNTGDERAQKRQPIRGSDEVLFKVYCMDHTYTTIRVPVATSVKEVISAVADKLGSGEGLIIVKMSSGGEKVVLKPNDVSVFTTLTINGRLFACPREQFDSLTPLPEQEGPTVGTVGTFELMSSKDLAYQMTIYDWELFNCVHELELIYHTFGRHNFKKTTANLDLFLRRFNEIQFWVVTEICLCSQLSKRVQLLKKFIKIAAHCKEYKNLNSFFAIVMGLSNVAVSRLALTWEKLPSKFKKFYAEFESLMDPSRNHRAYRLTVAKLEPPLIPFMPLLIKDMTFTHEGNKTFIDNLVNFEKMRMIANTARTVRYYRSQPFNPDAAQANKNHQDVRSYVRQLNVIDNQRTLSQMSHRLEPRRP
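EPAC2 (100 nM) mixed with Rap1B loaded with BODIPY-GDP (250 nM) plus 50 uM unlabeled GDP; compounds pinned in, 5 min RT, then read every 5 min for 30 min (ex 480, em 540 nm). Normalized to cAMP control.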
D3 ag = qHTS of D3 Dopamine Receptor Agonist: qHTS; max activation, %; D3R DiscoveRx beta-arrestin cells, luminescence, 90 min; D(3) dopamine receptor (Homo sapiens), P35462; actives 0.58% (n = 410,000); in the data active = max activation above about 30%; also: 0% is about no effect; mostly tested at two doses, the higher about 12 µM
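Agonist mode: compounds and dopamine controls were applied to plated cells for 90 min at 37 degrees C after an overnight attachment at 1500 cells/well. Luminescent read-out followed 30 - 60 minutes at room temperature with DiscoveRx detection reagent.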
MmCpn inh = Inhibitors of TCP-1 ring complex (TRiC) of Methanococcus maripaludis (MmCpn): qHTS. purified Mm-Cpn ATPase, ADP Transcreener TR-FRET. Potency, µM (series often up to 76.9 µM), inactives show at the highest dose activity, negative = inhibition, most hits filed as inhibitors. actives 0.031% (n = 330,000); also: potency is read from the fitted curve at half-maximal effect; % is scaled to controls: 0 for no effect and ±100 for the full control effect; nearly all actives have a fitted effect of over 80% in size
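ATP (10 uM final) was added to archaeal chaperonin (25 nM final) after 10 min exposure to test compound at 37°C; after 30 min further incubation, ADP was detected by competitive TR-FRET.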
EPAC2 antag = qHTS for Antagonist of cAMP-regulated guanine nucleotide exchange factor 2 (EPAC2): primary screen; Rap guanine nucleotide exchange factor 4 (Homo sapiens), Q8WZA2; EPAC2 GEF exchange of Rap1B-BODIPY-GDP, fluorescence; AID 720708, 2013; actives 0.18% (n = 360,000); Potency, µM (titrated, usually from 114 µM), for inactives: at the top dose activity, negative = inhibition, hits mostly inhibitors; also: potency is read from the fitted curve at half-maximal effect; % is scaled to controls: 0 for no effect and ±100 for the full control effect; nearly all actives have a fitted effect of over 45% in size; many of its hits are not listed in these tables
CCT modulator = High-Throughput Screening for Modulators of Cytosolic Chaperonin Activity; purified chaperonin ATPase assay, HTRF ADP detection, 30 min; activity change, % (concentration not given with the values), hits read low; actives 0.3% (n = 360,000); AID 651819, 2012; in the data active = activity change below about -30%; also: % is scaled to controls: 0 for no effect and ±100 for the full control effect
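We incubate TRiC, 40 or 20 nM final, with library compounds at 76 uM and 10 uM ATP for 30 min at 37 °C. ADP formed is detected with Transcreener HTRF reagents after 30 min at room temperature.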
D3 antag = qHTS of D3 Dopamine Receptor Antagonist: qHTS; D(3) dopamine receptor (Homo sapiens), P35462; D3R cells, DiscoveRx beta-arrestin luminescence, antagonist mode; stronger effect = lower value; max response, negative = inhibition, %; actives 2.5% (n = 360,000); AID 652054, 2013; in the data active = max response below about -50%; inconclusive = no clear call, values can overlap the other calls; also: % is scaled to controls: 0 for no effect and ±100 for the full control effect; mostly tested at two doses, the higher about 12 µM
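Cells plated overnight at 1500 cells/well, then exposed to library compounds with dopamine controls for 90 minutes at 37 degrees C. DiscoveRx reagent added for 30–60 minutes at room temperature; luminescence read, quantitative HTS format.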
Akt phos inh = HTS Assay for Inhibitors of Akt Phophorylation: Primary Screen | Neuro2A IGF-stimulated pAkt S473 HTRF, 20 min; stronger effect = lower value | activity change, % for hits at 50 µM | actives 0.32% (n = 360,000); in the data active = activity change below about -80%; inconclusive = mostly about -51% to -80%; also: % is scaled to controls: 0 for no effect and ±100 for the full control effect
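Neuro2A cells in DMEM with 0.5% FBS, overnight at 37 deg C, given compound at single 50 µM final, then IGF (6 nM final) for 20 min at 37 deg C. Lysed; phospho-Akt Ser473 by HTRF after 24 h, 665/615 ratio.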
PTHR1 agonist = qHTS for PTHR1 Agonists: Primary Screen; Parathyroid hormone/parathyroid hormone-related peptide receptor (Homo sapiens), Q03431; HEK293 GP2 PTHR1 cells, GloSensor cAMP luminescence, 1 h; Potency, µM (top dose mostly 115 µM), for the others: at the highest dose activation, hits mostly activators; actives 0.075% (n = 410,000); AID 743266, 2014; also: potency is read from the fitted curve at half-maximal effect; nearly all actives have a fitted effect of over 55% in size; some results filed as inactive show a strong effect at the top dose; inactives centre near -15; many of its hits are not listed in these tables
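HEK-293-derived GP2 cells expressing PTHR1 and a GloSensor cAMP reporter, 3,000/well, plated overnight, given luciferin plus IBMX (each 0.5 mM as added) for 1 h at 37 °C, then compound for 1 h at 37 °C. Luminescence was read after 15 min at room temperature.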
The depositor's hits bear a star; i = inactive; ? = inconclusive; nt = not tested or not shown; [ ] = another dose, or the depositor's remark. Unless noted, calls follow the shape of the dose curve; as a rule, active = well fitted curve in the direction sought with a large enough effect; inconclusive = small, poorly fitted or top-dose-only effect, or another doubt; inactive = no such curve, though single readings can be large; an effect the other way counts as inactive or inconclusive. These rows are one share of the data. The share of hits here may be higher or lower than overall.

Order of values – EPAC2 ag, D3 ag, MmCpn inh, EPAC2 antag, CCT modulator, D3 antag, Akt phos inh, PTHR1 agonist
Cc1ccc(CS(=O)(=O)Cc2ccc(C(=O)NCc3ccco3)o2)cc1
  1%, -9, 1%, 4%, -1.8, -4, i, -25%[57.5 µM]
O=C(NC1CS(=O)(=O)CC1NCc1ccccc1)c1ccccc1 (stereo not given)
  -1%, -5, -2%, 2%, 0.3, -1, i, i
Cc1cc(C)n(-c2cc(N3CCOCC3)ncn2)n1
  3%, 3, -1%, 19%, -0.9, -17, i, i
CCc1ccc(NC(=O)C2CC(=O)Nc3ncnn32)cc1 (stereo not given)
  15%, -3, -1%, -3%, -3.6, -1, i, -10%
Cn1c(=O)c2c(ncn2CC(=O)Nc2ccc(N3CCOCC3)cc2)n(C)c1=O
  11%, -12, nt, -2%, -3.1, 5, i, i
Cc1ccccc1NCC(=O)Nc1cc(S(=O)(=O)N2CCCCC2)ccc1C
  10%, -2, -1%, -1%, -1.5, -13, i, -1%
Cc1cccc(C(=O)NCC(=O)OCc2nc(N)nc(Nc3ccccc3C)n2)c1
  2%, 7, -28%, -8%, -2.0, 12, i, -14%
CCOC(=O)[C@@H]1[C@H]2COc3ccccc3[C@@H]2N2C(=O)N(c3ccc(C)cc3)C(=O)[C@@]12C
  10%, 2, 1%, -10%, 0.4, 38, i, i
COc1ccc(C(=O)NCc2nnc(SCC(=O)Nc3cccc(OC)c3)o2)cc1
  -2%, 0, -2%, 0%, -0.6, -11, i, -4%
CC(C(=O)N/N=C/c1ccc(N(C)C)c(Br)c1)N(c1ccccc1)S(C)(=O)=O (stereo not given)
  11%, -1, 1%, -6%, -1.8, -8, i, -9%
COc1ccc(-c2csc(C(C)(O)c3ccccc3)n2)cn1 (stereo not given)
  16%, -10, nt, -7%, 0.1, 0, i, -32%
Cc1c(C(=O)N2CCCC2)sc(NC(=O)c2cccc(Cl)c2)c1C#N
  16%, -7, 0%, -1%, 0.4, 15, i, -59%[inhibitor]
CC1CN(C(=O)c2ccccc2OCc2ccccc2Cl)CC(C)O1 (stereo not given)
  0%, -4, 0%, -9%, -1.7, 0, i, -11%
NS(=O)(=O)c1ccc(NC(=O)Nc2cccc(Cl)c2)cc1
  8%, -4, 4%, -7%, -2.2, -4, i, i
OC(COc1ccc(F)cc1)CN1CCN(CC(O)COc2ccc(F)cc2)CC1 (stereo not given)
  3%, -10, -1%, 5%, -1.6, 14, i, i
Cc1ccc2nc(SCC(=O)Nc3cccc(F)c3)nc(=O)n2c1
  -10%, 2, -6%, 11%, -0.2, 37, i, -22%
Oc1c(C(c2ccccn2)N2CCCCC2)cc(Cl)c2cccnc12 (stereo not given)
  -5%, -22, 1%, -11%, 0.5, -76*, i, -6%
O=C1NC(Cc2ccccc2)c2nc3cc(F)c(F)cc3c(=O)n2-c2ncccc21 (stereo not given)
  -5%, 3, nt, 4%, -2.3, 10, i, -55%[inhibitor]
Cc1nnc(SCC(=O)Nc2ccc3c(c2)COC3=O)n1-c1ccccc1
  9%, -8, 0%, 13%, -3.0, 0, i, 4%
COc1ccc(OC)c(N(CC(=O)Nc2cccc3ccccc23)S(C)(=O)=O)c1
  5%, -21, nt, 0%, 1.8, -1, i, -12%
CC(/C=N/NC(=O)c1nnn(-c2nonc2N)c1C(C)C)=C\c1ccccc1
  4%, 5, -1%, -12%, 1.2, 29, i, -57%
CCCCN1C(=O)CC(Nc2ccc(CC)cc2)C1=O (stereo not given)
  5%, 4, -1%, -3%, 0.0, 5, i, i
Cc1cccc(NC(=O)c2onc3c2CCCC3)c1C
  4%, -2, -2%, -6%, -1.9, ?, i, -1%[57.5 µM]
Cn1c(N)c(C(=O)COC(=O)c2cncc(Br)c2)c(=O)n(C)c1=O
  -8%, 3, 0%, -17%, 1.0, 11, i, i
CCCN(C(=O)COC(=O)CNC(=O)c1ccc2ccccc2c1)c1c(N)n(Cc2ccccc2)c(=O)[nH]c1=O
  14%, -11, 0%, -3%, -1.8, -25, i, i
Cc1ccsc1CNC12CC3CC(CC(C3)C1)C2
  -7%, -1, 1%, 2%, 1.5, -4, i, 0%
Cc1nn(C)c(C)c1S(=O)(=O)N1CCC(C(=O)NC2CCCc3ccccc32)CC1 (stereo not given)
  6%, 2, -2%, -3%, 0.5, 24, i, -4%
COCc1nnc(NC(=O)c2c(-c3c(Cl)cccc3Cl)noc2C)s1
  1%, 6, 2%, -8%, 0.4, 12, i, -14%
Cc1ccc(S(=O)(=O)N2CC(=NO)C2)cc1
  8%, -3, 0%, 10%[57.1 µM], 2.8, -19, i, i
Cc1cc(NC(=O)Nc2ccccc2F)ccc1Br
  -2%, -7, 2%, -20%, -1.8, 17, i, -61%[inhibitor]

Just D3 antag, PTHR1 agonist and EPAC2 ag (two entries from above):
canonical_smiles | D3 antag | PTHR1 agonist | EPAC2 ag
OC(COc1ccc(F)cc1)CN1CCN(CC(O)COc2ccc(F)cc2)CC1 (stereo not given) | 14 | i | 3%
CC(C(=O)N/N=C/c1ccc(N(C)C)c(Br)c1)N(c1ccccc1)S(C)(=O)=O (stereo not given) | -8 | -9% | 11%

Further results
Order of values – EPAC2 ag, D3 ag, MmCpn inh, EPAC2 antag, CCT modulator, D3 antag, Akt phos inh, PTHR1 agonist
Cc1ccc(S(=O)(=O)N(C)CC(=O)NCCCn2ccnc2)cc1
  8%, 2, -3%, 2%, 2.4, 3, i, i
Cc1[nH]oc(=O)c1N=Nc1ccc2[nH]c(=O)[nH]c2c1
  8%, 7, nt, ?, -0.2, -66*, i, 16%
COc1ccc(N=C2C(=Nc3ccc(OC)cc3)N(c3ccc(N(C)C)cc3)C(=S)N2c2ccc(OC)cc2)cc1
  4%, -2, -1%, -9%, -0.8, -19, nt, -36%[inhibitor][57.5 µM]
O=C1CCC2(C(=O)O)Sc3ccccc3N12 (stereo not given)
  13%, -2, -2%, -3%, -1.3, 9, i, -25%
CC1C(=O)Nc2ccc(S(=O)(=O)N3CCN(c4ccccc4F)CC3)cc2NC1=O (stereo not given)
  3%, 5, 1%, -7%, 0.4, 9, i, -33%[inhibitor]
O=C(/C(=C(/[O-])c1ccccc1)[n+]1ccccc1)c1ccc([N+](=O)[O-])cc1
  3%, 0, 0%, 20%, 3.9, 6, i, i
CC(C)n1ncc(C(N)=O)c1N
  -11%, -9, -1%, 0%, -1.9, 4, i, i
COc1ccccc1C1=NN(C(=O)c2ccccc2)C(c2ccc(Br)cc2)C1 (stereo not given)
  9%, 6, -2%, -4%, -0.1, 5, i, i
CCNC(=O)CN(c1ccc(OC)c(OC)c1)S(=O)(=O)c1ccccc1
  -9%, 3, 0%, 8%, -1.0, 1, i, i
COc1ccc(OC)c(NC(=O)CCN2CCN(Cc3ccccc3)CC2)c1
  6%, -17, 4%, 8%, -1.1, ?, i, i
CN(Cc1cn(-c2ccccc2)nc1-c1ccc2c(c1)OCO2)Cc1nccn1C
  10%, -1, -4%, -25%, 0.4, 3, i, -3%
CCC(CC)C(=O)N=C1SC2CS(=O)(=O)CC2N1CCc1ccc(OC)cc1 (stereo not given)
  3%, -13, 1%, -2%, 2.4, -2, i, -1%[57.5 µM]
COc1ccc2ccccc2c1/C=N/N1C(=O)CSC1=S
  5%, 0, 3%, -4%, -1.5, 4, i, i
CC(C)CNC(=O)c1ccccc1C(=O)NC1(C(=O)NCC(C)C)CCCC1
  1%, 2, nt, 16%, -4.1, -5, i, i
COc1ccc(Br)c(C(=O)NCC2CCCCC2)c1
  3%, 1, 3%, 0%, -0.6, -2, i, i
CC1(C)CC(=O)C(CC(=O)NC(=O)NCc2ccccc2)=C(O)C1
  3%, -1, 0%, 8%, -3.7, 5, i, -14%[57.5 µM]
CCN(CC)CCN(C(=O)C1CCCCC1)c1nc2cc3c(cc2s1)OCO3
  22%, -12, -1%, -14%, 0.1, -26, i, 11%
CNC(=S)N(CCN(C)C)Cc1cc2cc3c(cc2[nH]c1=O)OCO3
  2%, 5, -20%, 5%, -1.0, 4, i, -25%
O=C(Nc1ccc(N2CCOCC2)cc1)c1cc(F)c(F)cc1Cl
  -2%, -12, 0%, 6%, -1.8, -23, i, -14%
CCN(CC)S(=O)(=O)c1ccc(Cl)c(C(=O)Oc2cccnc2)c1
  11%, 0, -1%, 9%, -3.0, -11, i, -89%[inhibitor]
C[C@H](CO)N1C[C@H](C)[C@H](CN(C)S(=O)(=O)c2ccccc2)Oc2ccc(NC(=O)NC3CCCCC3)cc2CC1=O
  5%, -34, -4%, -11%, -2.3, ?, i, -32%
Cc1ccccc1OCCC(=O)N1CCN(S(=O)(=O)c2ccc(Br)cc2)CC1
  10%, -4, 1%, -2%, 1.1, -27, i, i
CCOC(=O)[C@]12CCCC=C1N(Cc1cccc3ccccc13)C(=O)[C@H](CC(=O)NCc1ccccc1)C2
  12%, 6, nt, 3%, -2.0, -4, i, -13%
CCCN(Cc1nnc(-c2cccs2)o1)C(=O)CN1C(=O)NC2(CCCCC2C)C1=O (stereo not given)
  6%, -1, -2%, 1%, 2.8, 3, i, -5%
COc1ccc(C2=NO[C@H]3C[C@](C(=O)NC(C)C)(S(=O)(=O)c4ccccc4)C[C@@H]23)cc1
  6%, 11, -2%, 12%, -2.2, -16, i, -16%
Cc1ccc(Cl)cc1NC(=O)CN1C(=O)NC2(CCCCCC2)C1=O
  3%, -5, 1%, -12%, -1.1, -4, i, i
CC1CCCCN1CCCNc1ccc(C(CC(N)=O)NC(=O)Cc2cccc3ccccc23)cc1[N+](=O)[O-] (stereo not given)
  1%, -15, 0%, 8%, 0.6, 1, i, -28%
N#Cc1nc(-c2ccccc2)oc1NCC1CCCO1 (stereo not given)
  -14%, 3, -5%, -1%, -2.6, 6, i, -14%
COc1cc(-c2nnc(COC(=O)c3ccc([N+](=O)[O-])o3)o2)cc(OC)c1OC
  2%, 2, nt, -5%, -0.8, -9, i, -5%

Screens deposited in PubChem BioAssay by National Center for Advancing Translational Sciences (NCATS).
